RORgamma inh = ROR gamma (mouse) transcription inhibition | P51450 | Drosophila S2 Gal4-RORgamma UAS-luciferase reporter, 20 h | Potency, µM (doses to about 53.6 µM), for the others: top-dose activity change, negative = inhibition, actives largely listed as inhibitors | actives 5.4% (n = 310,000); further: on the % scale 0 is the no-effect control and ±100 the full control effect; nearly all actives have a fitted effect of over 60% in size
Target sequence (P51450 whole entry, looked up, the tested form may be a part): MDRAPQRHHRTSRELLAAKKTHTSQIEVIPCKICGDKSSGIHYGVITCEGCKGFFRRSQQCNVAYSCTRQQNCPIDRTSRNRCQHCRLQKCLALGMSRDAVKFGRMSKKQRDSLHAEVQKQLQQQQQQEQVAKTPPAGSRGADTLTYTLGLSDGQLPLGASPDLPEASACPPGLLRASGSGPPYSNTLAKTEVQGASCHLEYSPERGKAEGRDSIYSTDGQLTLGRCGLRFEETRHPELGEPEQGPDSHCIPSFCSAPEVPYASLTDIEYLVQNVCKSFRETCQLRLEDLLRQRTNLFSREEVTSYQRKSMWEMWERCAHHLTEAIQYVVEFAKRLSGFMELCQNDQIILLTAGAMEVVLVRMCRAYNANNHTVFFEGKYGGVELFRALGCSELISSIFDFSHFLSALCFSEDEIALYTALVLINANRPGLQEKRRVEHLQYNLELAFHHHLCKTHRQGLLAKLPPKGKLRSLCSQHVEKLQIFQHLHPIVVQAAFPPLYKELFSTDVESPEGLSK
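Compounds are pin-transferred onto Drosophila Schneider cells expressing a copper-inducible Gal4–ROR gamma transactivation domain fusion. After 1 hr, copper sulfate is added to 700 uM final; luciferase is read 20 hr later.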
FLuc modulator = counter-screen for miR-21 project: firefly luciferase inhibitors or activators; P08659; purified FLuc, Km substrates, luminescence inhibition; Potency, µM (doses to about 57.5 µM), for the others: at the top dose activity change, negative = inhibition, actives largely listed as inhibitors; actives 6.9% (n = 360,000); AID 588342;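 further: plate controls were vehicle for no effect and reference inhibitor for full effect; nearly all actives have a fitted effect of over 55% in size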
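Biochemical qHTS of compounds, final roughly 60 µM downward over six points, against 10 nM purified firefly luciferase using Km concentrations of substrates (10 uM D-luciferin, 10 uM ATP) in Tris acetate pH 7.5 buffer; luminescence output.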
MLL CXXC-DNA inh = blocks binding of human MLL CXXC domain to DNA. Q03164. MLL-CXXC / FITC-HOXA9 DNA fluorescence polarization. Potency, µM (highest dose often 115 µM), without a hit: top-dose activity change, negative = inhibition, actives largely listed as inhibitors. actives 0.037% (n = 290,000). AID 2662; active means well fitted inhibition curve with a large enough effect in the polarisation, with a control signal flat, not every such curve was filed as active; inconclusive means small, poorly fitted or top-dose-only effect, or effect the other way, or a change in a side signal; inactive means no such curve, though single readings can be large or run the other way; the % refers to the polarisation
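Steps: dispense CXXC domain solution (7 uM) → pin compounds or unlabeled HOX-A9 DNA control → 5 min ambient → add FLSN-HOX-A9 solution (50 nM) → spin → 30 min ambient → fluorescence polarization. Tris pH 7.5/NaCl/DTT/BSA buffer.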
Gal4-VP16 FLuc = inhibits Gal4-VP16 luciferase reporter, ROR gamma counter-screen; Potency, µM (top dose mostly 53.6 µM), without a hit: top-dose activity, negative = inhibition, hits mostly inhibitors; AID 2546; actives 3.5% (n = 310,000); Drosophila S2 Gal4-VP16 UAS-luciferase, luminescence, 20 h;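 further: Gal4-VP16 expression switched on by copper sulfate through the metallothionein promoter; on the % scale 0 is the no-effect control and ±100 the full control effect; nearly all actives have a fitted effect of over 50% in size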
ELG1 genotox = inducers of genotoxicity in HEK293T ELG1-luciferase cells | HEK293T ELG1-luciferase reporter, luminescence, 16 h | Potency, µM (titrated, usually from 46 µM), inactives show at the top dose activity change, positive = activation, hits mostly activators | actives 1.3% (n = 330,000) | AID 504466; further: % of control where 0% means no effect; nearly all actives have a fitted effect of over 60% in size
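Genotoxicity was scored as increased ELG1-luciferase reporter signal, measured by ONE-Glo luminescence (30 min, room temperature). Compound or vehicle exposure of the HEK293T reporter cells lasted 16 hr at 37°C.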
Rab9 promoter act = activators of Rab9 promoter; Huh7 Rab9 promoter-luciferase reporter, luminescence, 24 h; Potency, µM (series often up to 9.22 µM), inactives show at the highest dose activation, negative = inhibition, actives largely listed as activators; actives 2.8% (n = 320,000); further: % of control where 0% means no effect; nearly all actives have a fitted effect of over 60% in size
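Cells were plated at 1500 per well in reduced-serum medium with 10% FBS and left 2 h. Compound in DMSO was then added for 24 h at 37 °C. Reporter signal was read by luminescence after 10 min with luciferase detection reagent.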
MBNL1 CUG block = inhibitors of human MBNL1 binding to CUG repeat RNA; Q9NR56; TR-FRET MBNL1-His/biotin-(CUG)12 binding, 665/545 ratio; actives 0.036% (n = 280,000); Potency, µM (series often up to 57.5 µM), for the others: top-dose activity change, negative = inhibition, actives largely listed as inhibitors; active means well fitted inhibition curve with a large enough effect in the signal ratio, with a control signal flat, not every such curve was filed as active; inconclusive means small, poorly fitted or top-dose-only effect, or effect the other way, or a change in a side signal; inactive means no such curve, though single readings can be large or run the other way; the % refers to the signal ratio; further: on the % scale 0 is the no-effect control and ±100 the full control effect
Target sequence (Q9NR56 whole entry, looked up): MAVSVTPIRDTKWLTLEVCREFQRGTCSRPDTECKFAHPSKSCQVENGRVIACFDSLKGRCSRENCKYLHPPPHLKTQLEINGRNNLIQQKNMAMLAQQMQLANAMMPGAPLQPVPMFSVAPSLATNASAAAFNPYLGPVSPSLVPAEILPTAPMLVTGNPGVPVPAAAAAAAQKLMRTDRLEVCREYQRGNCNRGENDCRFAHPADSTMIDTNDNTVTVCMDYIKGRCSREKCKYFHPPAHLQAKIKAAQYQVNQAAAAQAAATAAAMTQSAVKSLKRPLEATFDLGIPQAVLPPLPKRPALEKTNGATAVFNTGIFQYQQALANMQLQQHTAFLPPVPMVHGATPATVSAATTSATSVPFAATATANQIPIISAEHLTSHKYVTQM
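Inhibition of protein-RNA binding appears as loss of TR-FRET between terbium anti-His antibody on MBNL1-His and streptavidin-XL665 on biotin-(CUG)12. Activity is normalized to buffer-only and uninhibited-complex controls.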
NPC1 promoter act = activates the NPC1 promoter | Huh7 NPC1 promoter luciferase reporter, 24 h | Potency, µM (doses to about 9.22 µM), for the others: at the top dose activation, usual class: activators | actives 2.4% (n = 320,000);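 further: % of control where 0% means no effect; nearly all actives have a fitted effect of over 60% in size; reporter is driven by a mutant NPC1 promoter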
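NPC1 promoter–luciferase Huh7 cells; 24 h compound; luminescence.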
BRCA1 expr up = BRCA1 expression activation; MCF7-BRCA1-FFLuc reporter, luminescence, 48 h; response scale: scaled: vehicle 0%, 10 µM genistein 100%; Potency, µM (series often up to 46.1 µM), inactives show at the top dose activation, usual class: activators; actives 1.1% (n = 380,000); further: nearly all actives have a fitted effect of over 80% in size; some results filed as inactive show a strong effect at the top dose
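Compounds are tested at multiple concentrations on MCF7 BRCA1-luciferase reporter cells seeded at 2000 per well; after 48 h, a single luminescence end-point is taken and curves fitted to the normalized data.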
p53 reactivator = restores transcriptional activity of mutant p53. actives 0.063% (n = 320,000). H1299 p53-A138V BP100-luciferase reporter, luminescence, 24 h. Potency, µM (doses to about 92.2 µM), inactives show at the highest dose activity change, positive = activation, hits mostly activators; further: % of control where 0% means no effect; nearly all actives have a fitted effect of over 45% in size
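H1299 (p53-null), stable ts p53-A138V + BP100-Luc; 1000 cells/well, Opti-MEM/10% FBS; cpd 4 pt, 1:5; 24 h, 37 deg C, 5% CO2; detection reagent 10 min RT; luminescence.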
uPA generation = inhibitors of cell surface uPA generation; cell surface uPA generation assay, qHTS; Potency, µM (series often up to 38.3 µM), for inactives: at the top dose activity change, negative = inhibition, actives largely listed as inhibitors; actives 0.31% (n = 330,000); active means well fitted inhibition curve with a large enough effect; inconclusive means small, poorly fitted or top-dose-only effect; inactive means no such curve, though single readings can be large or run the other way; tested in mouse RAW 264.7 cells; further: on the % scale 0 is the no-effect control and ±100 the full control effect; nearly all actives have a fitted effect of over 55% in size
* marks the source's active call; other numbers are inactive results; ? = inconclusive; . = not tested or not shown; [ ] = dose if it differs, or a comment. Unless noted, the call rests on the fitted dose curve; in most records, active means well fitted curve in the direction sought with a large enough effect; inconclusive means small, poorly fitted or top-dose-only effect, or another doubt; inactive means no such curve, though single readings can be large; an effect the other way counts as inactive or inconclusive. Potency means the concentration at half of the fitted maximal effect.

SMILES	MBNL1 CUG block	BRCA1 expr up	FLuc modulator	Gal4-VP16 FLuc	Rab9 promoter act	MLL CXXC-DNA inh	NPC1 promoter act	ELG1 genotox	RORgamma inh	p53 reactivator	uPA generation
CCC(=O)Nc1c2c(nn1-c1ccccc1C)CSC2	1%	-1%	4%	1%	0%	-4%	-8%	0%	21%	-11%	4%
O=S(=O)(Nc1ccc(-n2cnnn2)cc1)c1cccc(Cl)c1	.	-8%	5%	.	1%	.	-7%	0%	.	-11%	7%
Cc1cc(C)n(Cc2ccc(F)cc2)c(=O)c1C#N	8%	-13%	0%	-1%	0%	-4%	6%	1%	12%	-14%	-8%
COc1ccc(CCNC(=O)C2CCN(S(=O)(=O)c3ccc(OC)cc3)CC2)cc1	1%	3%	5%	-8%	3%	-1%	-30%	-6%	-10%	.	-23%
COc1ccc(C(CNC(=O)c2cc3ccccc3cc2OC)N2CCCC2)cc1 (stereo not given)	17%	-31%	-7%	0%	-3%	19%	0%	-3%	5%	5%	0%
CCOc1ccc(C(F)(F)F)cc1NC(=O)COc1ccc(C(F)(F)F)cc1[N+](=O)[O-]	4%	-20%	0%	22%	1%	-3%	-5%	5%	23%	4%	-6%
O=C(Nc1ccccc1)c1cc([N+](=O)[O-])ccc1NCc1cccnc1	?	-57%	-4%	-8%	0%	0%	-1%	-1%	?	2%	9%
Fc1ccccc1-c1csc(-c2cccnc2)n1	9%	21%	15µM*	?	?	7%	?	?	-1%	?	2%
COCCN1C(=O)C(=O)/C(=C(/O)c2ccc(S(=O)(=O)N3CCCCC3)cc2)C1c1ccc(OC)c(OC)c1 (stereo not given)	7%	-4%	1%	3%	4%	-3%	-1%	3%	-12%	27%	2%
COc1ccc(C(=O)NC(=S)Nc2cccnc2)cc1[N+](=O)[O-]	?	-10%	-3%	-11%	4%	-7%	0%	-3%	?	3%	7%
Cn1c(N/N=C/c2cccs2)cc(=O)n(C)c1=O	?	-73%	-5%	21%	-1%	33%[activator]	3%	15%	38%	7%	2%
c1ccc2c(c1)nc1n2CCN1	-9%	-26%	4%	1%	1%	-2%	-5%	1%	10%	7%	3%
Cc1nnc(SCC(=O)Nc2cc(-c3cc(C)c(C)cc3C)nn2-c2ccccc2)s1	-3%	-67%	?	7%	-1%	-5%	-3%	-2%	24%	-9%	-20%
N/C(=N\c1nc2ccccc2o1)NC(=O)c1ccc([N+](=O)[O-])cc1	-2%	-5%	5%	-4%	-3%	5%	0%	0%	-24%	13%	-1%
CCn1c2ccccc2c2cc(NC(=S)N3CCOCC3)ccc21	4%	-55%	?	22µM*	17%	1%	3%	-11%	3.2µM*	26%	-11%

The final 3 records of the section before open the next one.
SMILES	MBNL1 CUG block	BRCA1 expr up	FLuc modulator	Gal4-VP16 FLuc	Rab9 promoter act	MLL CXXC-DNA inh	NPC1 promoter act	ELG1 genotox	RORgamma inh	p53 reactivator	uPA generation
Cc1nnc(SCC(=O)Nc2cc(-c3cc(C)c(C)cc3C)nn2-c2ccccc2)s1	-3%	-67%	?	7%	-1%	-5%	-3%	-2%	24%	-9%	-20%
N/C(=N\c1nc2ccccc2o1)NC(=O)c1ccc([N+](=O)[O-])cc1	-2%	-5%	5%	-4%	-3%	5%	0%	0%	-24%	13%	-1%
CCn1c2ccccc2c2cc(NC(=S)N3CCOCC3)ccc21	4%	-55%	?	22µM*	17%	1%	3%	-11%	3.2µM*	26%	-11%
COCCN(C(=O)COC(=O)COc1ccc(Cl)c(C)c1)c1c(N)n(Cc2ccccc2)c(=O)[nH]c1=O	?	8%	2%	3%	2%	?	-2%	0%	17%	6%	0%
CCCSc1oc(-c2ccco2)nc1S(=O)(=O)c1ccccc1	14%	-14%	2%	11%	1%	-4%	-1%	-3%	34%	3%	-20%
OCCNC(=S)NC1CCCCC1	0%	2%	1%[2.3 µM]	8%	-3%	11%	0%	1%	8%	0%	-2%
NC(=S)NN=C(Cc1ccccc1)Cc1ccccc1	-9%	-33%	2%	5µM*	-9%	?	-1%	-19%	1.4µM*	-4%	-7%
CC(OC(=O)CNC(=O)C12CC3CC(CC(C3)C1)C2)C(=O)Nc1ncc(Cl)cc1Cl (stereo not given)	1%	-27%	-1%	?	-9%	-1%	4%	-3%	-34%	1%	1%
COc1ccc(C(=O)N(Cc2ccc(N(C)C)cc2)C2CCS(=O)(=O)C2)cc1 (stereo not given)	-8%	-36%	10%	0%	-5%	-4%	4%	-7%	3%[10 µM]	-2%	4%
Cc1ccc[n+](C(C)C(=O)Nc2ccc([N+](=O)[O-])cc2C)c1 (stereo not given)	?	-20%	0%	-13%	1%	2%	0%	-2%	2%	1%	-2%
Cc1cc(C)c(C(=O)O)c(CC(C)(C)C(=O)O)c1	?	0%	-1%	-3%	2%	-10%	6%	0%	-2%	-4%	3%
CCOc1ncccc1C(=O)Nc1ccc(F)c(Cl)c1	-4%	6%	-1%	1%	14%	23%	0%	-9%	17%	-1%	-10%
Cc1cccc(C)c1OCCCCn1cnc2ccccc2c1=O	-23%	-19%	4%	5%	3%	0%	-4%	0%	?	-4%	.
COc1ccc(N2CC(NC(=O)c3cccc4ccccc34)CC2=O)cc1OC (stereo not given)	.	-10%	-2%	.	-3%	.	0%	3%	.	-2%	-6%
COc1ccnc(N2CCN(c3ccc(Cl)cc3)CC2)c1C#N	-4%	-36%	?	-8%	-1%	-9%	1%	-5%	18%	?	11%
CCOC(=O)c1cnc2c(C)cc(C)cc2c1NCCCN1CCOCC1	-5%	0%	-10%	-9%	2%	-24%	0%	13%	3%	7%	?
CC1C(=O)N2CCCc3cc(S(=O)(=O)N(C)CCC#N)cc1c32 (stereo not given)	0%	-10%	3%	-11%	-1%	32%[activator]	-1%	4%	-27%	-5%	0%
Cc1cc(C)cc(N(C(=O)c2ccco2)C(C(=O)NC2CCCC2)c2ccncc2)c1 (stereo not given)	2%	-8%	0%	-1%	-11%	-12%	0%	0%	-7%	-4%	.
CCc1ccc(NC2=CC(=O)C(=O)c3ccccc32)cc1	.	-93%	11µM*	.	-4%	.	1%	-6%	.	-20%	-10%
CC(=O)N(/C=C1\SC(=S)N(c2ccccc2)C1=O)c1ccccc1	?	-4%	-14%	18%	9%	1%	0%	9%	37%	2%	-11%
Cc1csc(NC(=O)c2ccc(C(=O)Nc3nc(C)cs3)cc2)n1	-10%	.	-8%	3%	9%	3%	5%	2%	1%	12%	.
COc1ccc(OCC(O)CN2CC(C)OC(C)C2)cc1 (stereo not given)	5%	3%	-3%	-15%	7%	-6%	1%	-4%	4%	4%	9%
CSc1ccccc1OCc1cc(C(=O)NCCc2ccco2)no1	1%	?	7%	?	?	6%	30%	17%	5%	-4%	3%
O=C(O)CCCN1C(=O)/C(=C/C=C/c2ccco2)SC1=S	?	-58%	27µM*	?	-1%	8%	-2%	4%	3%	0%	-2%
Cc1c(NC(=O)C(C#N)=C2CCCCC2)c(=O)n(-c2ccccc2)n1C	-16%	-10%	5%	-2%	0%	16%	2%	1%	7%	-4%	6%

Single records (already shown).
CCc1ccc(NC2=CC(=O)C(=O)c3ccccc32)cc1 across the screens: MBNL1 CUG block = .; BRCA1 expr up = -93%; FLuc modulator = 11µM*; Gal4-VP16 FLuc = .; Rab9 promoter act = -4%; MLL CXXC-DNA inh = .; NPC1 promoter act = 1%; ELG1 genotox = -6%; RORgamma inh = .; p53 reactivator = -20%; uPA generation = -10%
COc1ccnc(N2CCN(c3ccc(Cl)cc3)CC2)c1C#N across the screens: MBNL1 CUG block = -4%; BRCA1 expr up = -36%; FLuc modulator = ?; Gal4-VP16 FLuc = -8%; Rab9 promoter act = -1%; MLL CXXC-DNA inh = -9%; NPC1 promoter act = 1%; ELG1 genotox = -5%; RORgamma inh = 18%; p53 reactivator = ?; uPA generation = 11%

These rows are one share of the data (hit frequency here may not be typical).
